Screening results: PubChem, National Center for Advancing Translational Sciences (NCATS)
B2AR arrestin: recruits beta-arrestin to the human beta2-adrenergic receptor; P07550; beta-arrestin recruitment to beta2AR, cell-based reporter; Potency, µM (titrated, usually from 46.1 µM), without a hit: at the top dose activation, actives largely listed as activators; 330,000 tested, 0.02% active;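 also: potency is read from the fitted curve at half-maximal effect; 0% = DMSO controls and full agonism = EC100 isoproterenol or metaproterenol; nearly all actives have a fitted effect of over 65% in size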
Target sequence (P07550 whole entry, looked up): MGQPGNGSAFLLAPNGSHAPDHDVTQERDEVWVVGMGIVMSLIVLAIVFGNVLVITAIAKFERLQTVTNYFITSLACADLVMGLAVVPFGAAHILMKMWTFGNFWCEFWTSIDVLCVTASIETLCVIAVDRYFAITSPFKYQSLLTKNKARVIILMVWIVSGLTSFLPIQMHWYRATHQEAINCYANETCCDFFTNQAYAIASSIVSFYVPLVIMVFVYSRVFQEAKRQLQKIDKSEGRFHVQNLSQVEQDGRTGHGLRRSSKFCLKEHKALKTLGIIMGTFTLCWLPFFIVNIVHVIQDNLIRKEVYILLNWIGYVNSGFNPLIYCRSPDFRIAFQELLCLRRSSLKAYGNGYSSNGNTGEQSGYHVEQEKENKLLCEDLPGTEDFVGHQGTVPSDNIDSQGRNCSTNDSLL
Tb PFK block: T. brucei PFK enzyme inhibition; T. brucei PFK, ADP-Glo luminescence; 330,000 tested, 0.17% active; Potency, µM (highest dose often 57.5 µM), without a hit: at the highest dose activity, negative = inhibition, most hits filed as inhibitors; O15648; AID 485367;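 also: potency is read from the fitted curve at half-maximal effect; 0% = uninhibited 1x PFK enzyme wells and -100% = no-enzyme wells; nearly all actives have a fitted effect of over 60% in size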
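1.25 nM PFK with 0.5 mM F6P and 0.1 mM ATP in 0.1 M TEA pH 8.0, 5 mM MgCl2, incubated 45 min at room temperature; ADP measured by ADP-Glo luminescence; compounds titrated up to 57 uM.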
TSHR antagonist: antagonists of human thyroid stimulating hormone receptor; TSHR-expressing cells, TSH-stimulated cAMP HTRF, 2 h; active compounds read low; 330,000 tested, 0.2% active; P16473; activity change, negative = inhibition, % at 11.5 µM;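 active = activity change below a set negative limit, meaning inhibition stronger than a set level, cut at about -70% in these data; inconclusive = activity change between two set negative limits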; also: % is scaled to controls: 0 for no effect and ±100 for the full control effect
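TSHR-expressing cells were treated with compounds, then stimulated with TSH at EC80 (4nM final) for 2 hours at 37 deg C. Cellular cAMP was measured by HTRF competition between lysate cAMP and cAMP-d2 for a cryptate-labelled anti-cAMP antibody.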
Chronic BCR inh: chronic active BCR signaling inhibition; ABC-DLBCL IkBa-CBG/CBR reporter, luminescence ratio, 4 h; Potency, µM (highest dose often 46.1 µM), without a hit: top-dose ratio change, negative = lower green/red ratio, usual class: inhibitors; 340,000 tested, 0.05% active; active = well fitted inhibition curve with a large enough effect in the signal ratio, with a control signal flat, not every such curve was filed as active; inconclusive = small, poorly fitted or top-dose-only effect, or effect the other way, or a change in a side signal; the % refers to the signal ratio;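 also: potency is read from the fitted curve at half-maximal effect; plate controls were basal doxycycline-induced cells for no effect and cells given 10 µM MG132 for full effect; MG132 reads +100%, hits lower the ratio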
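TMD8 human ABC-DLBCL cells with doxycycline-inducible IκBα–green luciferase fusion and unfused red luciferase, in 0.5% FBS medium; compounds up to 46 uM, 4 h at 37C. Green/red luminescence ratio, filter-overlap corrected, fitted to concentration-response curves.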
TCR act: T cell receptor activation. primary human leukocytes, anti-CD3, IL-2 HTRF, 48 h. Potency, µM (doses to about 9.22 µM), for inactives: at the top dose activation of IL-2 secretion, hits mostly activators. 330,000 tested, under 10 active. AID 504894; also: % of control where 0% means no effect
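Readout: HTRF IL-2, Eu-cryptate/d2 antibody pair, 320nm excitation, 665nm emission. Stimulus: a-CD3 beads, no co-stimulation. Cells: primary human leukocytes. Exposure: 48 hr with compound.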
Mito fusion act: blocks mitochondrial division or promotes mitochondrial fusion; 320,000 tested, 0.23% active; S. cerevisiae fusion-defective mutant growth rescue, CellTiterGlo 48 h; Potency, µM (titrated, usually from 46.1 µM), for inactives: at the top dose growth rescue (activation), hits mostly activators;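 also: potency is read from the fitted curve at half-maximal effect; % of control where 0% means no effect; nearly all actives have a fitted effect of over 45% in size; temperature-sensitive fusion mutants such as fzo1-1 at 37 °C on non-fermentable ethanol glycerol medium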
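Temperature-sensitive fusion-defective S. cerevisiae (e.g. fzo1-1, mgm1-5) were grown with compound in YPEG medium (3% ethanol, 3% glycerol) for 48 hours at 37C. Growth rescue was measured as viability by CellTiterGlo luminescence after 10 minutes at ambient.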
Eya2 phos inh: Eya2 (human) phosphatase inhibition | AID 488837 | O00167 | Potency, µM (top dose mostly 76.9 µM), inactives show at the top dose activity, negative = inhibition, most hits filed as inhibitors | recombinant Eya2, OMFP fluorescence dephosphorylation (OMFP is methylfluorescein phosphate) | 330,000 tested, 0.006% active; also: potency is read from the fitted curve at half-maximal effect; % is scaled to controls: 0 for no effect and ±100 for the full control effect
Target sequence (O00167 whole entry, looked up): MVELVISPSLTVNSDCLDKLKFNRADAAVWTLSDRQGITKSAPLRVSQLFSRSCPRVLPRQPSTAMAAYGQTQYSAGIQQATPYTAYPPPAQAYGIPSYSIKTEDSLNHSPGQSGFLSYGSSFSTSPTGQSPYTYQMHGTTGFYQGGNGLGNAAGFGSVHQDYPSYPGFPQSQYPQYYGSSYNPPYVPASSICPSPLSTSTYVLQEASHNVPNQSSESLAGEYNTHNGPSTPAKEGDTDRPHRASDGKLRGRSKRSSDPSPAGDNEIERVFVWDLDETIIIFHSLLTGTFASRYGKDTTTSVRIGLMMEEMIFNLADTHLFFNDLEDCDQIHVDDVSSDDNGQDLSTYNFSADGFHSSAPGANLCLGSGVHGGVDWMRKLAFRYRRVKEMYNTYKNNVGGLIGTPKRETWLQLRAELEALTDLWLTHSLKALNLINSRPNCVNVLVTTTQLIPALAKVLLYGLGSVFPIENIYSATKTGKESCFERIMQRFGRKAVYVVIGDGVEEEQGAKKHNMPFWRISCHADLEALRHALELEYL
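Eya2 protein (added as 0.2 uM solution) was preincubated with compound for 10 min at ambient temperature in 50 mM HEPES pH 7.5, 50 mM NaCl, 5 uM MgCl2, 0.05% BSA, 1 mM DTT. OMFP (added at 50 uM) then reacted 10 min; fluorescence read at 485/525 nm.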
ELG1 repair inh: inhibitors of ELG1-dependent DNA repair in HEK293T cells; Potency, µM (top dose mostly 46.1 µM), inactives show top-dose activity change, negative = inhibition, actives largely listed as inhibitors; HEK293T ELG1-luciferase reporter, luminescence, 16 h; DNA damage induced by 5-fluorouridine; AID 504467; 330,000 tested, 2.3% active; also: potency is read from the fitted curve at half-maximal effect; % is scaled to controls: 0 for no effect and ±100 for the full control effect; nearly all actives have a fitted effect of over 55% in size
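DMSO vehicle served as the neutral condition. Each well held 2,000 cells given 5-fluorouridine plus compound; after 16 hr at 37 °C/5% CO2, ONE-Glo was added and luciferase measured 30 min later.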
USP2a inh: USP2a (human) protease inhibition | Potency, µM (doses to about 38.3 µM), without a hit: at the highest dose activity change, negative = inhibition, hits mostly inhibitors | USP2 core, Ub-CHOP2 coupled fluorogenic reporter, 485/531 | 330,000 tested, 0.01% active | O75604;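 also: potency is read from the fitted curve at half-maximal effect; plate controls were DMSO wells for no effect and full inhibition by NEM control for full effect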
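Cell-free coupled assay: 10nM USP2 core preincubated 30min RT with compound in Tris-HCl pH 8.0/CaCl2/CHAPS buffer, then 25nM Ub-CHOP2 and 25nM reporter substrate; fluorescence (Ex 485/Em 531) read after 60min RT, normalized to NEM inhibition, concentration-response curves fitted.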
PTAP TSG101 blk: blocks PTAP/TSG101 interaction to inhibit HIV-1 budding; Fluorescence polarization, FITC-PTAP peptide / Tsg101 binding; Potency, µM (doses to about 115 µM), for the others: top-dose activity change, negative = inhibition, actives largely listed as inhibitors; 340,000 tested, under 10 active; AID 493005; active = well fitted inhibition curve with a large enough effect in the main read-out, with a control signal flat, not every such curve was filed as active; inconclusive = small, poorly fitted or top-dose-only effect, or effect the other way, or a change in a side signal; inactive = no such curve, though single readings can be large or run the other way; also: potency is read from the fitted curve at half-maximal effect; % of control where 0% means no effect
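Compounds were pin-transferred onto Tsg101 binding domain (10 uM final) in HEPES pH 7.5 buffer, then FITC-PTAP peptide was added at 50 nM final. After 20 min at RT, polarization reported peptide displacement across a qHTS concentration series.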
uPA surface inh: cell surface uPA generation inhibition | Potency, µM (doses to about 38.3 µM), for inactives: top-dose activity change, negative = inhibition, most hits filed as inhibitors | 330,000 tested, 0.31% active | cell surface uPA generation assay, qHTS; active = well fitted inhibition curve with a large enough effect; inconclusive = small, poorly fitted or top-dose-only effect; inactive = no such curve, though single readings can be large or run the other way; tested in mouse RAW 264.7 cells; also: potency is read from the fitted curve at half-maximal effect; % is scaled to controls: 0 for no effect and ±100 for the full control effect; nearly all actives have a fitted effect of over 55% in size
Active calls of the source: *; ? = inconclusive; . = no result given; [ ] = dose if it differs, or a comment. Unless noted, calls follow the shape of the dose curve; as a rule, active = well fitted curve in the direction sought with a large enough effect; inconclusive = small, poorly fitted or top-dose-only effect, or another doubt; inactive = no such curve, though single readings can be large; an effect the other way counts as inactive or inconclusive. Compounds as they come. About 3% of those tested had a hit in this group.

SMILES	B2AR arrestin	Tb PFK block	TSHR antagonist	Chronic BCR inh	TCR act	Mito fusion act	Eya2 phos inh	ELG1 repair inh	USP2a inh	PTAP TSG101 blk	uPA surface inh
O=[N+]([O-])c1ccc(CNC2CCCc3ccccc32)cc1 (configuration not stated)	-0.2%	-14.9%	8.9	10.7%	-2.9%	1.8%	1.1%	-8.2%	0.6%	-4.2%	-1.2%
COc1ccc(CN(CC(=O)NCCc2ccccc2)C(=O)CCC(=O)Nc2ccccn2)cc1	-0.2%	0.1%	-0.7	6.1%	0.2%	1.2%	17.4%	?	1.9%	-0.5%	-2.1%
Cc1cc(C)nc(N/N=C/c2c(C)oc3ccccc23)n1	-0.8%	0.1%	-5.4	?	-4.5%	-12.7%	-5.8%	-7.8%	-0.6%	1.2%	0.3%
CC(=O)c1sc(-c2ccccc2)cc1NS(=O)(=O)c1ccc(C)cc1	-0.2%	1.4%	-3.4	-17.3%	2.8%	-3.5%	6.6%	-17.7%	0.7%	-0.6%	-2.4%
COc1ccc(N2CCN(S(=O)(=O)c3ccc(OC)c(C(=O)N4CCCCC4)c3)CC2)cc1	-0.3%	-0.3%	5.5	-0.5%	-4.5%	27.8%	-0.1%	-21.7%	-0.3%	-2.2%	-12.3%
COc1ccccc1NC(=O)CON=C(N)CC(=O)NC1CCCCC1	-0.2%	0.0%	11.8	?	-4.3%	-4.2%	-12.6%	0.0%	2.4%	-18.0%	-1.0%
CCN1CCN(C(=O)c2cc3ccc(OC)cc3[nH]2)CC1	0.2%	1.1%	23.4	?	-1.8%	-1.7%	0.9%	?	2.4%	-2.2%	3.3%
CC(C)NC(=O)Cn1cc(C(=O)COc2ccccc2)c2ccccc21	-0.5%	4.2%	-2.3	-0.3%	5.3%	-8.4%	-29.7%	3.3%	-3.1%	1.7%	5.3%
O=C(NCc1nc(-c2ccccc2)cs1)c1ccccc1	0.4%	-2.4%	-8.6	-1.6%	0.4%	0.2%	-10.7%	-3.2%	2.5%	-0.8%	1.0%
Cn1c(NCCO)nc2c(c1=O)C1(CCCCC1)Cc1ccccc1-2	0.2%	-1.8%	-13.5	3.5%	0.7%	3.1%	-11.2%	5.3%	-2.8%	6.3%	16.6%
CC(=O)N(Cc1cc(=O)[nH]c2ccccc12)c1ccccc1	-0.4%	-0.8%	-6.5	-13.2%	-1.4%	-1.5%	-0.6%	6.2%	1.5%	-8.9%	-1.4%
CCc1nc(C)c(-c2ccccc2)c(=O)[nH]1	0.2%	0.0%	9.1	?	6.6%[46.1 µM]	5.3%	0.2%	11.8%	-2.7%	3.3%	0.0%
Nc1ccc2c(c1)OCCOCCOCCOCCOCCO2	-0.1%	-3.5%	-5.6	?	2.0%	-8.9%	8.6%	18.9%	0.1%	-0.3%	15.8%
O=C(NC(=S)N1CCN(C/C=C/c2ccccc2)CC1)c1c(F)cccc1F	-0.3%	-3.8%	-6.1	?	3.8%[46.1 µM]	17.3%	-5.8%	-4.4%	-0.3%	-1.9%	-4.2%
Cc1cccc(OCC(=O)N(Cc2ccco2)C2CCS(=O)(=O)C2)c1C (configuration not stated)	-0.1%	-3.4%	-7.2	?	5.6%	0.6%	-7.5%	12.8%	0.3%	1.7%	5.2%
COCc1cc(=O)n2[nH]c(-c3ccc(C)cc3)cc2n1	-0.4%	-2.9%	0.8	?	2.1%	3.3%	-6.4%	?	-5.8%	-0.2%	?
COc1ccc(N(CC(=O)NCc2ccc(C)cc2)S(=O)(=O)c2c(C)[nH]c(=O)[nH]c2=O)cc1	-0.4%	-0.7%	19.9	13.5%	-2.2%	2.8%	-5.3%	15.5%	-4.1%	-1.8%	12.0%
O=C(NCc1ccccc1)c1c[nH]c2ccc(F)cc2c1=O	-0.5%	-1.4%	1.2	3.0%	.	-2.6%	13.5%	-15.1%	-1.6%	-4.4%	9.5%
Oc1[nH]c2ccccc2c1N=Nc1nc(Nc2ccccc2)nc(N2CCOCC2)n1	-0.1%	2.7%	8.6	?	-4.7%	13.5%	-1.6%	3.66µM*	5.0%	-9.0%	9.1%
CC(C)N1CCC(=NNC(=O)c2ccc(Br)o2)CC1	-0.5%	1.4%	6.8	-19.7%	-13.3%	-1.1%	-10.2%	27.6%	1.2%	-8.4%	2.0%
O=C(NNC(=O)C1CCN(S(=O)(=O)c2ccc(Cl)cc2)CC1)c1ccc(S(=O)(=O)N2CCCCC2)cc1	-0.6%	-1.0%	7.9	-0.3%	3.4%[46.1 µM]	-2.7%	2.7%	-0.7%	0.0%	0.7%	-3.3%
Cc1nnc(N2CCN(c3ccccc3)CC2)[nH]c1=O	0.2%	6.0%	3.1	-0.9%	-4.0%	-1.6%	-5.8%	8.1%	1.2%	-1.1%	4.8%
O=C(/C=C/c1ccc(Cl)c(Cl)c1)NC1=NCCS1	-0.2%	4.1%	-4.4	-1.3%	-1.5%	6.0%	-4.6%	?	-0.8%	0.0%	-7.2%
CCN(CC)C(=O)CSc1nc2cc3c(cc2c(=O)n1CCCC(=O)NCCc1ccc(OC)c(OC)c1)OCO3	0.2%	4.6%	-4.5	0.7%	6.8%	5.9%	-2.5%	?	-2.0%	-0.5%	-2.4%
CCOC(=O)CSc1nnc(CNC(=O)c2ccco2)n1-c1ccc(F)cc1	0.2%	1.4%	5.4	6.0%	4.7%	-1.4%	7.7%	27.2%	-0.6%	-2.5%	.
COc1ccc(CSc2ncn[nH]2)cc1[N+](=O)[O-]	-0.5%	-1.7%	1.7	?	-1.6%[46.1 µM]	-3.7%	4.3%	10.6%	0.5%	-3.9%	-1.1%
Cc1ccc(S(=O)(=O)N2CCOCC2)cc1C(=O)NCc1cccnc1	0.1%	1.8%	42.1	-17.8%	.	-2.7%	-1.3%	1.3%	2.6%	-3.8%	3.2%
CCN(CC(=O)Nc1c(F)cccc1F)C(=O)CNC(=O)c1ccc2ccccc2c1	0.0%	0.0%	18.9	1.5%	-0.5%	-0.2%	23.7%	19.7%	0.6%	-1.5%	0.9%
CCOc1ccc(N2CC(C(=O)N3CCCCC3)CC2=O)cc1 (configuration not stated)	-0.2%	-5.2%	34.7	1.7%	-0.3%	0.3%	-12.9%	9.7%	0.7%	1.2%	-1.1%
CCOc1ccc(-n2c(SCC(=O)Nc3cc(C(=O)O)ccc3Cl)nc3ccccc3c2=O)cc1	-0.5%	-3.1%	-12.3	15.6%	-2.3%	-6.0%	6.5%	8.7%	-5.3%	-5.3%	-2.8%
COc1cc(C#Cc2c(-c3cncn3C)n(C)c3ccc(-c4ccc5[nH]ccc5c4)cc23)cc(OC)c1	0.0%	1.4%	-7.8	?	-3.0%	11.1%	3.3%	?	2.1%	3.4%	-8.1%
CCOC(=O)C1(CCOc2ccccc2)CCN(Cc2cccc3c2OCO3)CC1	0.2%	0.4%	8.3	?	-1.2%	-3.4%	-3.9%	?	-5.9%	0.9%	.
COc1ccc(N(CC(=O)NCCSc2ccccn2)S(=O)(=O)c2ccccc2)c(OC)c1	-0.2%	-1.2%	-13.9	-0.6%	-9.4%	3.0%	-6.7%	-4.6%	1.1%	-4.2%	0.2%
Cc1ccc(S(=O)(=O)N(C(=O)c2ccncc2)c2ccc(OC(=O)c3ccncc3)cc2)c(C)c1	-0.1%	4.0%	11.7	-0.3%	6.8%[46.1 µM]	2.5%	-0.3%	?	0.8%	2.8%	-18.6%
CC1CC(C)CN(C(=O)c2cccc(S(=O)(=O)Nc3cc(C(F)(F)F)ccc3Cl)c2)C1 (configuration not stated)	-1.7%	-5.6%	-12.2	2.0%	1.2%[46.1 µM]	15.8µM*	4.0%	-5.9%	-0.9%	-9.0%	1.3%
CC(CN1CCN(C)CC1)OC(=O)c1cccc(Cl)c1 (configuration not stated)	-1.5%	-1.4%	4.1	5.0%	0.7%	-12.5%	16.7%	4.0%	-2.6%	-0.3%	5.2%
COc1ccc2c(c1)C1=NN(/C(C)=C/C(C)=O)C(c3cccc(F)c3)C1CC2 (configuration not stated)	0.2%	-0.5%	-8.7	?	-2.1%[46.1 µM]	17.8µM*	-17.6%	2.1%	1.6%	3.7%	6.5%
